Tau fibril FP = tau fibrillization inhibition (FP); P10636; K18 P301L tau heparin fibrillization, Alexa594 FP, 6 h; Potency, µM (top dose mostly 57.7 µM), without a hit: at the top dose activity, negative = inhibition, usual class: inhibitors; 280,000 compounds, 0.39% hits; further: potency means the concentration at half of the fitted maximal effect; on the % scale 0 is the no-effect control and ±100 the full control effect; nearly all actives have a fitted effect of over 55% in size
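Compound effects on tau fibrillization are measured by Alexa 594 fluorescence polarization (ex 555, em 632 nm). K18 P301L tau is used at 15 uM with 0.24 uM labeled tracer, and 20 uM heparin induces aggregation over 6 hr at 37 C.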
NPSR antag = neuropeptide S receptor (human) antagonism, cAMP. Q6W5P4. CHO-NPSR cells, cAMP TR-FRET, antagonist mode. Potency, µM (series often up to 38.3 µM), for inactives: top-dose activity change, negative = inhibition, most hits filed as inhibitors. 220,000 compounds, 1% hits. AID 1461; further: potency means the concentration at half of the fitted maximal effect; on the % scale 0 is the no-effect control and ±100 the full control effect; nearly all actives have a fitted effect of over 50% in size; many of its hits are not listed in these tables
GLA spleen mod = inhibitors or activators of human alpha-galactosidase in spleen homogenate | Potency, µM (top dose mostly 80 µM), for inactives: at the highest dose activity change, negative = inhibition, most hits filed as inhibitors | 240,000 compounds, 0.008% hits | human spleen homogenate, 4MU-alpha-Gal fluorescence, 40 min | P06280;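 further: potency means the concentration at half of the fitted maximal effect; 0% = enzyme with vehicle and -100% = no enzyme basal signal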
Target sequence (P06280 32-429 limits assumed): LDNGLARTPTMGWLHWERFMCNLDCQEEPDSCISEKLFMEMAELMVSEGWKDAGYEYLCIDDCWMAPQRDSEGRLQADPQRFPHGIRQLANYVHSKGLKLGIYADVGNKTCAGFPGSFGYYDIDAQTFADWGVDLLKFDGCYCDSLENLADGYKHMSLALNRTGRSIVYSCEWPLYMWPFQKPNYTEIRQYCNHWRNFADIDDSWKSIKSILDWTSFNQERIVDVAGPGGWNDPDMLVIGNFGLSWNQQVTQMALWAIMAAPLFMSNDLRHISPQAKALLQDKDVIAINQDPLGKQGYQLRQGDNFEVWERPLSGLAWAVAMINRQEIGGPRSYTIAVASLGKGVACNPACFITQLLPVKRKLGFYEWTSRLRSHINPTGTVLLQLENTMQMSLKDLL
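Spleen homogenate 1 ug + cpd (titration) + 4-MU-alpha-D-galactopyranoside 1 mM; 37C 40 min; 50 mM citrate/phosphate pH 5.0, 0.01% Tween-20; stop pH 10; fluorescence 365/440; AC50 via Hill.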
Tau fluor counter = counter-screen for tau fibril formation inhibitors | tau K18 P301L (four-repeat tau fragment) Alexa594 fluorescence, heparin fibrillization | Potency, µM (series often up to 57.7 µM), for inactives: at the highest dose activity change, negative = decrease | 280,000 compounds, 0.93% hits | AID 1463; further: potency means the concentration at half of the fitted maximal effect; on the % scale 0 is the no-effect control and ±100 the full control effect; nearly all actives have a fitted effect of over 55% in size
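Human K18 P301L tau (15 uM unlabeled plus 0.24 uM Alexa 594-labeled, final) in 100 mM sodium acetate pH 7 was mixed with compound and 20 uM heparin and incubated 6 hr at 37 C.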
Epigenetic derep = derepresses silenced GFP reporter in murine cells; murine LDR cells, GFP reporter derepression, 30 h; Potency, µM (doses to about 53.9 µM), without a hit: at the top dose GFP activation, hits mostly activators; 280,000 compounds, 0.2% hits; further: potency means the concentration at half of the fitted maximal effect; % of control where 0% means no effect; nearly all actives have a fitted effect of over 60% in size
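Derepression of a silenced CMV-GFP reporter in murine LDR cells is scored by enumerating GFP-positive cells with a laser-scanning microplate cytometer after 30 hours of treatment at 37 C.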
CBFb RUNX1 block = blocks binding between human CBF-beta and RUNX1; AlphaScreen CBFb-His/RUNX1-biotin binding, biochemical; Potency, µM (doses to about 59.8 µM), for inactives: top-dose activity, negative = inhibition, usual class: inhibitors; 230,000 tested, under 10 active; further: % of control where 0% means no effect
Target sequence (Q01196 whole entry, looked up): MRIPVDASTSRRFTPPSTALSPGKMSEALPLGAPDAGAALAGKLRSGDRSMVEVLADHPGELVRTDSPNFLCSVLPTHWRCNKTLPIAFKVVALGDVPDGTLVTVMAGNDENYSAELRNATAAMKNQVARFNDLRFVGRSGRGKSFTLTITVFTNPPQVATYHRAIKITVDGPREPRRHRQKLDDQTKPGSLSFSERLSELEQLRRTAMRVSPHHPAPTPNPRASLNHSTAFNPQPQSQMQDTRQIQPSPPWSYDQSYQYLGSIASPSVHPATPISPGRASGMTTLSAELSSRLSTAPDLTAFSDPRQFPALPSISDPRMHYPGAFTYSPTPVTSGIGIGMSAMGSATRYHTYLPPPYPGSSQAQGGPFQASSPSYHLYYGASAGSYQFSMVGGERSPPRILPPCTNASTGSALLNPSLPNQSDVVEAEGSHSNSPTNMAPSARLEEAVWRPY
Target sequence (Q13951 whole entry, looked up): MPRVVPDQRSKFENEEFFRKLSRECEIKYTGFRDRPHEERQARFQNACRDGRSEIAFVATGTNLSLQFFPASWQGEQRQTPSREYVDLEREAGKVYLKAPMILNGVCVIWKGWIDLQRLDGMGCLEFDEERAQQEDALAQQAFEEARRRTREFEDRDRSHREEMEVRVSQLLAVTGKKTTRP
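His-tagged CBF-beta and biotinylated RUNX1 (30 nM each) were premixed 20 min at room temperature, exposed to compound for 15 min, then given nickel-chelate and streptavidin AlphaScreen beads (50 ng each). After 90 min, AlphaScreen signal was read.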
TRb-SRC2 inh = TRbeta-SRC2 interaction inhibition; AID 1469; Potency, µM (top dose mostly 106 µM), inactives show top-dose activity change, negative = inhibition, usual class: inhibitors; TRbeta-SRC2 peptide binding, fluorescence polarization; receptor liganded with 1 µM T3; P10828; 280,000 compounds, 0.065% hits;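 further: potency means the concentration at half of the fitted maximal effect; plate controls were bound peptide for no effect and peptide without receptor for full effect; nearly all actives have a fitted effect of over 50% in size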
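Human TRb LBD (0.6 uM) plus Texas Red-labeled SRC2 peptide (20 nM), 1uM T3, 5% DMSO, 5 hr at ambient temperature. Decreased polarization (555/632 nm) flags inhibition; data normalized to free and bound peptide controls.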
TexasRed fluor = alters Texas Red total fluorescence, flagging assay interference; TRb/SRC2 Texas Red total fluorescence interference; Potency, µM (top dose mostly 106 µM), for inactives: top-dose fluorescence change, negative = quenching; 280,000 compounds, 0.29% hits; AID 1479; active means well fitted curve in either direction with a large enough effect; inconclusive means small, poorly fitted or top-dose-only effect; further: potency means the concentration at half of the fitted maximal effect; on the % scale 0 is the no-effect control and ±100 the full control effect
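Flags fluorescent or light-absorbing compounds by total fluorescence, S + 2P, at 555 nm excitation and 632 nm emission. Mixture: 20 nM Texas Red SRC2 peptide, 0.6 uM human TRb LBD, 1 uM T3, 5% DMSO; compound exposure 5 h at ambient temperature.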
* hit, by the source's call; ? = inconclusive; . = not tested or not shown; & = joins results of further samples; [ ] = another dose, or the depositor's remark. Unless noted, the call rests on the fitted dose curve; in most records, active means well fitted curve in the direction sought with a large enough effect; inconclusive means small, poorly fitted or top-dose-only effect, or another doubt; inactive means no such curve, though single readings can be large; an effect the other way counts as inactive or inconclusive. Not all compounds are listed; rates above refer to the full screens.

Values in the order: TexasRed fluor, Epigenetic derep, Tau fibril FP, NPSR antag, CBFb RUNX1 block, TRb-SRC2 inh, Tau fluor counter, GLA spleen mod
CCSc1ccccc1C(=O)NCc1ccc(S(N)(=O)=O)cc1
  1%, 1.1%, -8%, -8%[46.1 µM], 3%, -7%, -1%, -6%
Cc1cc(C(=O)NNS(=O)(=O)c2ccc(F)cc2)nn1C(C)(C)C
  1%, 1.1%, -6%, 12%, 23%, -7%, -17%, -1%
CN(C)c1ccc(/C=N/NC(=O)c2ccc(Cn3cc(Br)cn3)o2)cc1
  -3%, 6.3%, 14%, -29%, 7%, 5%, ?, -1%
CC(C)(C)c1ccc(C(=O)NN2C(=O)CSC2=S)cc1
  0%, 1.1%, -12%, -12%, -4%, 0%, -28%, -3%
Cc1ccc(C)c2[nH]c(=O)c(CCNC(=O)C(C)C)cc12
  1%, 1.3%, -4%, -1%[46.1 µM], 15%, -6%, 8%, -1%
O=C1CC(c2cccc(Cl)c2)CC(O)=C1C=NCCCO (stereo unspecified)
  1%, -1.0%, 6%, -6%[46.1 µM], 8%, -12%, 4%, 14%
CC(C)c1ccc(NC(=O)C(c2ccc3c(c2)OCO3)N2CCCCC2)cc1 (stereo unspecified)
  -7%, 0.8%, -1%, -18%[46.1 µM], -4%, -8%, -17%, -10%
Cc1ccc(CNC(=O)C2CC(c3cc(C(F)(F)F)cc(C(F)(F)F)c3)=NO2)o1 (stereo unspecified)
  0%, 0.8%, 6%, 13%, 9%, -7%, -1%, 2%
CCC(C)NC(=O)CSc1nc2cc3c(cc2c(=O)n1Cc1ccco1)OCO3 (stereo unspecified)
  1%, 1.9%, -12%, -9%, 7%, -6%, -11%, -24%
Cn1c(=O)c2c(nc(N/N=C/c3ccncc3)n2Cc2ccccc2)n(C)c1=O
  1%, -0.3%, 0%, 7%[7.67 µM], -2%, -1%, -2%, 6%
O=C(O)c1ccc(N/N=C/C(Br)=C/c2ccccc2)cc1
  -5%, 8.1%, 7%, -12%, -7%, -1%, ?, -1%
CCC(Sc1ncccc1C(=O)OC(C)C)C(=O)NCc1ccco1 (stereo unspecified)
  -3%, -1.0%, -14%, -13%[46.1 µM], -3%, -7%, -12%, -6%
CCN(CCO)CCCC(C)Nc1ccnc2cc(Cl)ccc12 (stereo unspecified)
  -2%&-2%, -1.0%&1.1%, 11%&-13%, ., -2%&4%, 7%&10%, 3%&-16%, 6%&15%
CC(=O)Nc1ccc(S(=O)(=O)c2ccc(N)cc2)cc1
  -2%&-2%, 1.0%, 5%, -9%[46.1 µM], -3%&-14%, -3%&5%, -8%, 7%&-8%
Oc1ccc(-c2nnc(Nc3ccccc3)c3ccccc23)cc1
  0%, 2.2%, -2%, ?, 0%, 3%, -19%, 4%
COCCNC(=O)C(c1ccccc1C)N(C(=O)Cn1nnc2ccccc21)c1cccnc1 (stereo unspecified)
  -2%, -1.0%, 5%, 2%[46.1 µM], 3%, -20%, 3%, -5%
COc1cc(C2CC(=O)Nc3c2c(=O)n(C)c(=O)n3C)cc(OC)c1OC (stereo unspecified)
  -2%, -0.2%, 6%, ., ., -1%, 5%, .
CCOc1cc(C(=O)N/N=C/c2ccsc2)cc(OCC)c1OCC
  -1%, 3.1%, -1%, -4%, 1%, 3%, -7%, -4%
COc1ccc(C(=O)NC(=S)Nc2ccc(Cc3ccncc3)cc2)cc1
  -4%, 7.0%, -2%, 3%, ?, 4%, -24%, -1%
CC(C)CCNC(=O)C(C)N(C(=O)Cn1nnc(-c2ccc(F)cc2)n1)C1CCCC1 (stereo unspecified)
  0%, -1.6%, -5%, ?, 2%, 2%, -10%, 0%
CCCCCCCC1CC(/C(C)=N/NC(N)=O)OC1=O (stereo unspecified)
  -1%, 1.1%, 3%, 11%, 4%, 5%, -6%, -3%
CCC1CCCCN1C(=O)CSc1nnc(-c2cccs2)o1 (stereo unspecified)
  -5%, -0.9%, -4%, -7%[46.1 µM], 13%, -2%, -5%, 6%
CC(C)=CCN1CCN(Cc2ccc(C)s2)CC1CCO (stereo unspecified)
  1%, 3.2%, 8%, 8%, 7%, 0%, 8%, -9%
CCOc1ccccc1Nc1sc(C(=O)c2ccccc2)c(N)c1S(=O)(=O)c1ccc(C)cc1
  -5%, 0.0%, -7%, ., ., 2%, -6%, .
O=[N+]([O-])c1c(NCc2ccccc2)cc(N2CCc3ccccc3C2)c2nonc12
  -2%, 1.1%, -8%, 1%, 3%, -17%, -12%, -4%
Cc1cnc(NC2=NCCC2)s1
  2%, -0.4%, 8%, 7%, -10%, 3%, -4%, 4%
O=C(CN1CCC(n2nnc3cc(F)ccc32)CC1)NCCc1nc2ccccc2[nH]1
  0%, 2.9%, -2%, -14%[46.1 µM], -5%, -16%, -9%, 16%
CCOc1ccc(/C=C/c2nc(C#N)c(N3CCN(CC)CC3)o2)cc1
  -3%, -1.0%, ?, ., ., 7%, -28%, .
Cc1noc(C)c1-c1ccc2ncnc(NCc3cccc(F)c3)c2c1
  1%, ., ., ., 2%, -7%, ., 3%
Cc1ccc(NC(=O)Cc2c(C(=O)O)n(C)c3ccccc23)cc1F
  -6%, -0.2%, -8%, 18%, 3%, 4%, -23%, -4%

Record cards, as listed above. Values in the order: TexasRed fluor | Epigenetic derep | Tau fibril FP | NPSR antag | CBFb RUNX1 block | TRb-SRC2 inh | Tau fluor counter | GLA spleen mod
Shown for `O=C(CN1CCC(n2nnc3cc(F)ccc32)CC1)NCCc1nc2ccccc2[nH]1` : 0% | 2.9% | -2% | -14%[46.1 µM] | -5% | -16% | -9% | 16%
Shown for `CCOc1ccc(/C=C/c2nc(C#N)c(N3CCN(CC)CC3)o2)cc1` : -3% | -1.0% | ? | . | . | 7% | -28% | .
Shown for `CCOc1ccccc1Nc1sc(C(=O)c2ccccc2)c(N)c1S(=O)(=O)c1ccc(C)cc1` : -5% | 0.0% | -7% | . | . | 2% | -6% | .

(continued)
Values in the order: TexasRed fluor, Epigenetic derep, Tau fibril FP, NPSR antag, CBFb RUNX1 block, TRb-SRC2 inh, Tau fluor counter, GLA spleen mod
CCN(CC)C(=O)c1ccc(N)cc1
  -1%, 3.4%, 2%, 9%, 7%, 6%, 1%, -7%
CNC(=O)NC(=S)NC(=O)c1cccc(Cl)c1
  -3%, -1.9%[10.1 µM], 3%, -3%, 0%, -8%, 4%, -9%
CCc1ccc2c(CN3CCN(S(=O)(=O)c4cccs4)CC3)cc(=O)oc2c1
  8%, 0.0%, 1%, -7%, 5%, -3%, -16%, -8%
Cc1cn(C)c(CC(=O)NCc2ccc(F)cc2)c1C(=O)O
  -1%, -1.3%, 3%, ., ., -8%, 10%, .
CCCCCCn1cc(C(=O)O)c(=O)c2ccccc21
  -6%, -8.8%, -9%, -13%[46.1 µM], 3%, 8%, -11%, 6%
COc1ccc([N+](=O)[O-])cc1NC(=O)c1ccc(CN(c2ccc(C)c(C)c2)S(C)(=O)=O)cc1
  4%, 1.0%, -1%, -15%, 0%, -9%, ?, 2%
Cc1ccc(C(=O)NC2(C(F)(F)F)NC(=O)N(c3ccc(Cl)cc3)C2=O)cc1 (stereo unspecified)
  0%, -1.8%, -14%, 0%, 7%, 7%, -13%, -22%
C/C(=N\OC(=O)c1cccc(C)c1)c1sc(-c2ccccc2)nc1C
  -2%, -1.3%, -3%, 5%[46.1 µM], 3%, -3%, -5%, -4%
CCOc1ccc(NC(=S)Nc2cccc3cnccc23)cc1
  ?, -0.9%, -9%, 5%, -2%, -2%, -26%, -2%
Cc1nc(NCCCN2CCOCC2)c2oc3ccccc3c2n1
  1%, -4.0%, -7%, -2%[46.1 µM], -1%, -13%, -12%, -5%
COc1ccc(OC)c(/C(C)=N/Nc2ccc(C(=O)O)cc2)c1
  -3%, 2.2%, -5%, 4%, -6%, -2%, 13%, 3%
NNc1nnc(-c2ccccc2)c(-c2ccccc2)n1
  -3%, 11%, 0%, -17%[46.1 µM], -19%, -4%, -8%, 3%
COc1ccc(C2C(=O)N(C3CCCCCC3)CC(=O)N2Cc2ccccc2)cc1 (stereo unspecified)
  -1%, 1.2%, 4%, ., ., 3%, -6%, .
O=C(Nc1ccncc1)Nc1ccc(F)cc1F
  -1%, 2.6%, 2%, 16%[46.1 µM], -10%, 3%, -8%, 5%
Cc1ccc(Sc2ccc(N3CCCC(C(=O)Nc4ccc(F)cc4)C3)nn2)cc1 (stereo unspecified)
  -4%, -0.9%, -3%, ., ., -2%, -27%, .
Cc1ccc(-n2cc(C(C)(C)C)[nH]c2=S)cc1
  1%, -1.0%, -8%, -4%[46.1 µM], -1%, 2%, -10%, 5%
Cn1cnc2c(=O)oc3ccc(S(=O)(=O)N4CCN(c5cccc(C(F)(F)F)c5)CC4)cc3c21
  0%, -0.1%, -4%, ., ., -7%, 2%, .
COc1cccc(N2CCN(C(=O)c3cnc4c(-c5ccccc5)c(C)nn4c3C)CC2)c1
  3%, 0.0%, 15%, ., ., 4%, -2%, .
CCn1c(CNC(=O)c2ccco2)nnc1SCC(=O)Nc1cc(C(F)(F)F)ccc1Cl
  1%, -0.9%, -6%, 0%[46.1 µM], 0%, 2%, -4%, 1%
Cc1ccc(OCC2Cn3c(nc4c3c(=O)n(C)c(=O)n4C)O2)cc1 (stereo unspecified)
  -1%, -3.4%, 4%, ?, 11%, -5%, 0%, -6%
Oc1ccccc1N=Cc1ccc[nH]1
  1%, 12%, -3%, -17%[46.1 µM], -3%, -1%, -15%, 5%
CC1=C(C(=O)NCc2ccccc2C)C2(CCCCCC2)OC1=O
  -4%, -1.2%, 5%, ., ., 4%, 3%, .
COc1ccccc1NC(=O)CNc1ccc(F)c(Cl)c1
  0%, -0.9%, 3%, -24%[46.1 µM], -2%, 3%, -15%, -4%
O=C(NCc1ccccn1)c1cc(-c2ccccc2)on1
  0%, 2.4%, 6%, -4%[46.1 µM], 0%, -9%, 4%, 2%
Cc1ccc2c(c1)c1c(c(=O)n(-c3ccccc3)c(=O)n1CC(=O)c1ccc(F)cc1)n2C
  -1%, -2.1%, 2%, ., ., -3%, -7%, .
COCC(=O)NC1CCN(C(=O)NCc2ccccc2)CC1
  -2%, -1.6%, 4%, 3%[46.1 µM], -2%, -10%, -6%, 2%
